IDE act: activators of human insulin-degrading enzyme in cells; P14735; HEK cells, FAbeta-B cleavage, fluorescence polarization; 0% vehicle, 100% cell-free pure enzyme wells; activation, % at 5.96 µM; 340,000 tested, 0.073% active; AID 493087;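 active means activation above the mean of all tested compounds plus 3 SD, set per screening campaign, cut at about 17% in these data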
M18AAP inhibitor: PfM18AAP enzyme inhibition; recombinant PfM18AAP, H-Glu-NHMec fluorogenic cleavage; inhibition, % at 7.35 µM; 290,000 tested, 1.2% active; AID 1822;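 active means inhibition above the campaign mean inhibition over all tested compounds plus 3 SD, cut at about 28% in these data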;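 further: 0% = plate median of test compound wells and 100% = 2 mM ZnCl2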
p-CIP stab down: compounds decreasing mouse p/CIP protein stability. F442A p/CIP-EGFP cells, EGFP fluorescence, 16 h. AID 1984. decrease of EGFP signal, % at 10 µM. 290,000 tested, 0.01% active;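 active means EGFP signal decrease of at least 30% at 10 µM or well 3 SD below plate mean, unless failing retest; inactive means the rest, including hits failing retest or dose response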; further: some compounds called inactive have numbers as strong as hits; many of its hits are not listed in these tables
MEKK2 WT-MEK5: raises or lowers MEK5 binding to wildtype human MEKK2 PB1 domain; Q9Y2U5; bead flow cytometry, Alexa488-MEK5 binding to MEKK2 WT; actives lie on both sides; binding response (% of control), % at 10 µM; 290,000 tested, 1.1% active; in the data active means binding response below about 67% or above about 130%
NALP1 inh: blocks the NALP1 inflammasome reconstituted in yeast. inhibition, % at 10 µM. S. cerevisiae NALP1/ASC/caspase-1 growth, X-gal OD620, 72 h. 280,000 tested, 0.61% active; in the data active means inhibition mostly above about 24%, no sharp cut-off; inactive means mostly below about 32%; further: some compounds called inactive have numbers as strong as hits
SUMO HTRF inh: SUMOylation inhibition. inhibition, % at 35 µM. HTRF SUMOylation assay, SAE1/SAE2 + UBC9, in vitro. 290,000 tested, 0.36% active. P63279. AID 2006; in the data active means inhibition above about 50%, passing the limit was not always enough; further: strong numbers were not always called active
Target sequence (P63279 whole entry, looked up): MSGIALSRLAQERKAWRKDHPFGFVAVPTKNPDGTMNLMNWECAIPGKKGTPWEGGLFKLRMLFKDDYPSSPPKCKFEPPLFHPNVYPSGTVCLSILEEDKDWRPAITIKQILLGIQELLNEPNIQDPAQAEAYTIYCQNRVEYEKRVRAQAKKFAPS
MEKK3 PB1 HTS: raises or lowers MEK5 binding to the human MEKK3 PB1 domain; binding response (% of control), % at 10 µM; 290,000 tested, 1.4% active; bead-based flow cytometry, Alexa488-MEK5 binding to MEKK3; actives lie on both sides; 0 = blocked by unlabeled MEK5, 100 = vehicle; AID 1529; Q99759;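 active means binding response more than 3 SD above or below the average of its plate-row segment, actives on both sides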;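 further: Alexa488 bead fluorescence after subtracting the streptavidin-only scavenger bead signal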
Target sequence (Q99759 whole entry, looked up, the tested form may be a part): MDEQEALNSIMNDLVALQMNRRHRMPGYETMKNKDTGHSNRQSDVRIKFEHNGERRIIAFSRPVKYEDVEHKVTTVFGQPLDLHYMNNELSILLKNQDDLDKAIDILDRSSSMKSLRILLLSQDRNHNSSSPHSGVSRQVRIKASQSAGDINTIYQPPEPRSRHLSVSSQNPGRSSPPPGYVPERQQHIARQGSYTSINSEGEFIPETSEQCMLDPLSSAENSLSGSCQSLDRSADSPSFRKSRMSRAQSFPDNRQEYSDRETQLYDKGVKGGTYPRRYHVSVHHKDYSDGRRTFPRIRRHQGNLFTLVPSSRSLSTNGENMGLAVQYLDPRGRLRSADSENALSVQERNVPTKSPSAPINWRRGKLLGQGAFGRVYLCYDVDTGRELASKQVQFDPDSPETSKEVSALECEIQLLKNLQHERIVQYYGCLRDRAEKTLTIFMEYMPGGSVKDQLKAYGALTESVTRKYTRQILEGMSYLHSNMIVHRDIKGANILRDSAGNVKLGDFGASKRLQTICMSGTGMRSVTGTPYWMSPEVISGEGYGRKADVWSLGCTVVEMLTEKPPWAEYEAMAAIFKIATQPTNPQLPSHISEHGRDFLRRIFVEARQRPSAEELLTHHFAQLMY
MEKK2mut PB1 HTS: signal of MEK5 binding to mutant human MEKK2 PB1 domain; percent response, % at 10 µM; AID 1530; 290,000 tested, 0.35% active; bead flow cytometry, Alexa488-MEK5 binding to MEKK2 mutant; in the data active means percent response above about 24%, passing the limit was not always enough; further: inactives centre near 1; some results filed as inactive read as strong as hits; reference of the scale not given here
IDE inh: inhibits human insulin-degrading enzyme in HEK cells | P14735 | FAbetaB cleavage, fluorescence polarization | inhibition, % at 5.59 µM | 320,000 tested, 0.41% active;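 active means percent inhibition above the average of all tested compounds plus 3 SD, set per screening campaign, cut at about 16% in these data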;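 further: IDE supplied by intact live HEK cells; FP after avidin binding of uncleaved biotin substrate so inhibition keeps polarization high; 0% = DMSO wells and 100% = 60 µM reference IDE inhibitor Ii1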
* hit, by the source's call; · = not tested or not shown; [ ] = another dose, or the depositor's remark. Some of the compounds tested; count on the stated rates, not on these rows.

SMILES	IDE act	M18AAP inhibitor	p-CIP stab down	MEKK2 WT-MEK5	NALP1 inh	SUMO HTRF inh	MEKK3 PB1 HTS	MEKK2mut PB1 HTS	IDE inh
CCOc1ccc(/C=N/OCC(=O)Nc2ccc(OCc3ccccc3)cc2)cc1OC	1	2	-2	110	8	11	123	3	-2
O=C(O)CCC(=O)NNC(=O)c1cccc(Br)c1	6	0	10	99	13	-14	100	-1	4
C/C(=N\OCC(=O)Nc1ccc(OC(F)(F)F)cc1)c1ccc2c(c1)OCCO2	4	-12	-19	97	29	-40	96	-1	4
CCc1ccc(NC2Nc3cc(C)nn3S2)cc1 (stereo not given)	-3	4	-3	92	31	-15	87	-5	7
Cc1ccc(NC(=O)CSc2ncn[nH]2)cc1S(=O)(=O)N1CCOCC1	0	10	4	96	6	-6	103	-2	-1
COc1ccc(C(=O)NCC(=O)OCC(=O)NCc2cccs2)cc1	2	2	-29	115	-4	3	120	-1	6
CCOc1ccccc1CNc1ccc(O)cc1	3	20	2	103	-8	58	105	1	·
CSCCC(NC(=O)C1CCC(C)CC1)C(=O)N1CCN(c2ccccn2)CC1 (stereo not given)	0	-7	-1	96	5	15	101	-1	-5
COC(=O)Cc1c(C)c2ccc(OCC(C)=O)c(C)c2oc1=O	-5	6	8	100	12	9	101	2	3
O=C(Nc1ccccc1OC(F)F)c1cc2c(s1)CCC2	2	5	1	110	28	11	102	12	0
Clc1ccc(NC2(c3nnnn3C3CCCCC3)CCCCC2)cc1	5	-3	-17	104	-8	0	103	-1	-2
CC(=O)N/C(=C\c1ccccc1)C(=O)N1CCOCC1	3	1	-5	93	3	9	98	-10	-1
O=C(/C=C/c1c[nH]c2ccccc12)c1ccccc1	-7	3	-6	103	47	23	136*	0	6
COc1ccc(C(=O)NN2C(=O)C3C(c4ccccc4)C=CC(c4ccccc4)C3C2=O)cc1 (stereo not given)	-6	-6	0	88	16	-7	103	12	5
CCOC(=O)C1=C(C)NC(=S)NC1c1ccc(OCC(=O)N2CCCCCC2)c(OC)c1 (stereo not given)	1	2	6	98	10	-3	101	-4	4
O=c1cc(O)c2c(=O)[nH]c(=O)n(-c3ccccc3)c2[nH]1	-5	7	-14	110	7	-18	106	-2	5
O=C(CSCc1ccccc1)Nc1cc([N+](=O)[O-])ccc1F	-3	4	-19	96	1	24	105	-5	2
O=C(CNC(=O)c1cncc(Br)c1)Nc1ccc(F)c(F)c1F	-1	-3	6	109	-4	-3	104	5	1
CCOC(=O)c1c(NC(=O)CSc2nnnn2-c2ccccc2)sc2c1CCC(C)C2 (stereo not given)	5	-2	-6	101	6	11	102	2	-4
O=C(NCCCN1CCOCC1)c1ccc2c(c1)N(Cc1cccc(Cl)c1)C(=O)CS2	-2	-3	10	108	12	4	103	7	0
CCCNC(=O)CN(C)C(=O)c1n[nH]c2ccccc12	5	-5	0	92	10	12	98	-2	0
CC(C)c1nc(NCCO)c2nnn(Cc3ccccc3)c2n1	2	0	6	95	12	3	101	-10	5
COc1ccc(NS(=O)(=O)c2ccc(NC(=O)c3ccc(CN4CCOCC4)cc3)cc2)cc1	-1	1	-14	105	9	-6	103	0	1
CCOC(=O)c1cc(NC(=O)c2ccccc2)c(=O)oc1C(F)(F)F	12	-1	6	99	5	18	100	0	·
COc1cc(OC)cc(C(=O)N2CCN(Cc3ccccc3Br)CC2)c1	2	3	-3	102	-8	9	106	-5	-4
Next entries:
SMILES	IDE act	M18AAP inhibitor	p-CIP stab down	MEKK2 WT-MEK5	NALP1 inh	SUMO HTRF inh	MEKK3 PB1 HTS	MEKK2mut PB1 HTS	IDE inh
O=C(N/N=C\c1cccs1)c1ccccc1-n1cccc1	5	-1	6	92	6	11	101	-5	-1
CCNC(=O)NC(C(=O)OC)C12CC3CC(CC(C3)C1)C2 (stereo not given)	4	3	-9	104	-13	19	101	1	2
CCc1ccccc1N(CC(=O)NC1CCCCC1)C(=O)CNC(=O)c1ccco1	-2	2	-13	96	-8	12	97	2	2
COc1ccc(/C=C/C(=O)Nc2cccc(S(=O)(=O)N3CCCC3)c2)cc1OC	2	1	-7	·	4	5	·	·	10
Cc1ccc(NN=C2C(=O)OC(C)(C)OC2=O)c(C)c1	-2	-5	-5	100	32	13	102	1	1
O=C1NNC(c2ccccc2)=N/C1=C\c1ccccc1Cl	2	-9	-14	72	1	81	74	-14	·
CNS(=O)(=O)c1ccc(NS(=O)(=O)c2ccccc2F)cc1	-7	-11	-8	98	-11	2	104	-1	-2
CC(C)COP(=O)(c1ccc(N(C)C)cc1)C(O)c1ccccc1 (stereo not given)	4	0	-6	102	-4	17	103	6	11
O=C(COC(=O)c1ccc([N+](=O)[O-])o1)Nc1cccc(S(=O)(=O)N2CCOCC2)c1	-1	-9	-7	111	18	0	102	14	2
Cc1ccc(C(=O)NNC(=O)C2CCN(c3nc(C)cc(C)n3)CC2)cc1	1	10	-4	101	-2	4	103	2	2
COc1cc(NC(=O)c2ccc3c(c2)OCO3)ccc1NC(=O)c1cccs1	-6	-3	-20	76	4	8	83	-12	3
CCN(CC(=O)Nc1ccc(NC(C)=O)cc1)C(=O)C12CC3CC(CC(Cl)(C3)C1)C2	-4	-5	-10	107	6	18	99	7	-4
COc1ccc(NC(=O)c2c(C(F)(F)F)nn(C)c2Cl)cc1	·	1	6	87	4	14	100	-12	2
CCOC(=O)CSc1ccc(C(=O)NCCN2CCOCC2)cc1[N+](=O)[O-]	1	-4	2	108	11	2	104	0	-2
Cc1cc(C)c(NC(=O)COc2nncc3ccccc23)c(C)c1	6	-7	-2	103	11	6	106	4	1
O=C(Cn1nc(C(F)F)cc1C1CC1)NCCC1=CCCCC1	3	5	9	104	4	0	103	4	4
CC(C)c1nc(N2CCOCC2)c(C#N)c2c1CCC2	3	-1	-8	105	20	25	104	4	5
C=CCc1cccc(C=Nc2cc(Br)ccc2O)c1O	2	10	-6	103	36	48	103	0	-3
O=C(NCc1ccco1)c1ccc2c(c1)N(Cc1ccccc1)C(=O)CS2=O (stereo not given)	4	26	0	102	-2	10	98	4	0
CCN(CC)c1ccc2ccc(=O)oc2c1	·	1	-3	91	-2	14	98	-12	4
COc1cccc(C(=O)OC2CCN(C)CC2)c1	5	-14	-12	102	-12	11	101	3	-1
c1cncc(Nc2nc(-c3cccnc3)cs2)c1	1	-1	5	100	12	16	99	6	8
Cn1nccc1C(=O)Nc1sc2c(c1C(N)=O)CCCC2	4	2	3	103	9	-1	99	0	-6
COc1ccc(N=C(C)C2=C(O)COC2=O)cc1	0	2	-20	92	-7	4	95	0	8
CN1C(=O)N(C)C2(c3ccccc3)N(C)C(=O)NC12c1ccccc1 (stereo not given)	6	-6	15	50	4	4	35*[inhibitor]	-17	-1

Complete entries, quoted from the list. Order of screens: IDE act	M18AAP inhibitor	p-CIP stab down	MEKK2 WT-MEK5	NALP1 inh	SUMO HTRF inh	MEKK3 PB1 HTS	MEKK2mut PB1 HTS	IDE inh
Entry for COc1ccc(N=C(C)C2=C(O)COC2=O)cc1 : 0	2	-20	92	-7	4	95	0	8
Entry for CCOC(=O)c1c(NC(=O)CSc2nnnn2-c2ccccc2)sc2c1CCC(C)C2 (stereo not given) : 5	-2	-6	101	6	11	102	2	-4

Later entries
SMILES	IDE act	M18AAP inhibitor	p-CIP stab down	MEKK2 WT-MEK5	NALP1 inh	SUMO HTRF inh	MEKK3 PB1 HTS	MEKK2mut PB1 HTS	IDE inh
Cn1cc([N+](=O)[O-])c(C(=O)Nc2sc3c(c2C#N)CCC3)n1	-1	12	-14	104	14	1	101	5	-6
O=C(NCCCNc1ccc(C(F)(F)F)cc1[N+](=O)[O-])c1cc(F)c(F)cc1Cl	-1	-5	14	103	15	-31	103	2	4
O=S(=O)(Nc1ccncc1Cl)c1cccc(Cl)c1Cl	-5	1	3	98	5	-5	98	-3	4
O=C1c2ccccc2S(=O)(=O)N1CC1CC(c2ccccc2Cl)=NO1 (stereo not given)	-4	2	-9	97	27	5	97	-3	-1
COc1ccc(-c2oc3ccc(-c4cc(OC)c(OC)c(OC)c4)cc3c2C(=O)c2ccc(OC)nc2)cc1	7	-10	-3	95	-6	-1	103	-2	4
CC(=O)NCCC1CCN(C(=O)c2cc(COc3ccc(C)nc3)on2)CC1	3	-7	6	104	5	8	100	-2	6
COc1cc(C(C)=O)ccc1OCC(=O)OCCCOC(=O)COc1ccc(C(C)=O)cc1OC	5	-2	11	104	2	-2	102	7	6
Cc1ccc(N2C(=O)Nc3cc(Cl)c(Cl)cc3N2O)cc1Cl	5	-6	-6	98	6	9	103	-2	-5
O=C(NCc1nnc(SCC(=O)N2CCCCCC2)o1)c1ccco1	-2	-9	8	106	8	9	104	6	6
O=C(N/N=C(\c1ccccc1)c1cccnc1)C(O)(c1ccccc1)c1ccccc1	0	1	-15	106	2	38	106	8	3
CCOP(=O)(OCC)c1nc(-c2cccc([N+](=O)[O-])c2)oc1N1CCCCC1	4	0	-1	94	4	19	97	-11	9
CCOC(=O)Nc1ccc2c(C)cc(=O)oc2c1	6	-11	-5	92	46	8	90	-5	1
CS(=O)(=O)N1CCN(c2ccccc2NC(=O)CSc2ccc(Cl)cc2)CC1	2	-8	-1	92	19	-19	97	-13	-3

Structural class, those above with a Cl atom
SMILES	IDE act	M18AAP inhibitor	p-CIP stab down	MEKK2 WT-MEK5	NALP1 inh	SUMO HTRF inh	MEKK3 PB1 HTS	MEKK2mut PB1 HTS	IDE inh
Clc1ccc(NC2(c3nnnn3C3CCCCC3)CCCCC2)cc1	5	-3	-17	104	-8	0	103	-1	-2
O=C(NCCCN1CCOCC1)c1ccc2c(c1)N(Cc1cccc(Cl)c1)C(=O)CS2	-2	-3	10	108	12	4	103	7	0
O=C1NNC(c2ccccc2)=N/C1=C\c1ccccc1Cl	2	-9	-14	72	1	81	74	-14	·
CCN(CC(=O)Nc1ccc(NC(C)=O)cc1)C(=O)C12CC3CC(CC(Cl)(C3)C1)C2	-4	-5	-10	107	6	18	99	7	-4
COc1ccc(NC(=O)c2c(C(F)(F)F)nn(C)c2Cl)cc1	·	1	6	87	4	14	100	-12	2
O=C(NCCCNc1ccc(C(F)(F)F)cc1[N+](=O)[O-])c1cc(F)c(F)cc1Cl	-1	-5	14	103	15	-31	103	2	4
O=S(=O)(Nc1ccncc1Cl)c1cccc(Cl)c1Cl	-5	1	3	98	5	-5	98	-3	4
O=C1c2ccccc2S(=O)(=O)N1CC1CC(c2ccccc2Cl)=NO1 (stereo not given)	-4	2	-9	97	27	5	97	-3	-1
Cc1ccc(N2C(=O)Nc3cc(Cl)c(Cl)cc3N2O)cc1Cl	5	-6	-6	98	6	9	103	-2	-5
CS(=O)(=O)N1CCN(c2ccccc2NC(=O)CSc2ccc(Cl)cc2)CC1	2	-8	-1	92	19	-19	97	-13	-3
